From PubChem BioAssay
Rac1 GTP hydrolysis: MgcRacGAP GTPase-activating activity inhibitors, confirmation, biochemical, ADP Hunter fluorescence | MgcRacGAP-stimulated Rac1 GTP hydrolysis, ADP Hunter fluorescence; higher % means a stronger effect; GST-tagged Rac1 F28L mutant substrate | inhibition, % at 30 µM, or IC50 in µM where a hit was titrated | 0.6% of 340,000 active | Rac GTPase-activating protein 1 (Homo sapiens) | AID 624330, 2012;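 active = first-screen hits whose inhibition reached a set limit at any dose in the follow-up dose series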;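 note: fluorescence reports GDP produced by GAP-driven GTP hydrolysis; strong numbers were not always called active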
GPR55 LPI antagonism: GPR55 antagonists blocking LPI-driven arrestin recruitment, primary screen, imaging, U2OS, beta-arrestin-GFP, LPI agonist (AID 2013). U2OS GPR55 beta-arrestin-GFP translocation imaging, LPI antagonism; higher % means a stronger effect. 0.13% of 290,000 active. inhibition, % at 10 µM; hits with a dose series show IC50 in µM;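 active = spots per cell inhibited over 60%, with over 100 cells counted and total cytoplasm intensity under 500,000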;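 note: U2OS cells stably carrying GPR55 and arrestin-GFP stimulated by 5 µM LPI near EC80; imaged beta-arrestin-GFP aggregate spots per cell after agonist stimulation; plate controls were LPI-stimulated DMSO wells for no effect and DMSO wells without LPI for full effect; some results filed as inactive read as strong as hits; confirmed hits need IC50 under 10 µM and bright autofluorescent wells are also inconclusive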
AID2073: inhibitors of Mint1-CaV2.2 protein interaction, biochemical, HTRF (AID 2073) | 0.19% of 290,000 active | inhibition, % at 20 µM; hits with a dose series show IC50 in µM | HTRF protein-protein interaction, Mint1-CaV2.2; higher % means a stronger effect; in the data active = inhibition mostly above about 51%, no sharp cut-off; note: some results filed as inactive read as strong as hits
NS5 inhibitors: Dengue-2 NS5 methyltransferase inhibitors, primary screen, biochemical, confirmation dose response (AID 588689). Dengue-2 NS5 methyltransferase capping enzyme assay, biochemical; higher % means a stronger effect. inhibition, % at 25 µM; hits with a dose series show IC50 in µM. 0.3% of 340,000 active; in the data active = a potency from the dose series
Yfh1-depleted yeast: enhancers of respiration in Yfh1-depleted yeast, dose response, Friedreich's ataxia, plus single-dose screen (AID 1465); S. cerevisiae Yfh1-off respiration, WST-1 reduction, 72 h; higher fold induction means a stronger effect; one-dose fold induction at 50 µM; EC50 in µM for titrated hits; 0.074% of 220,000 active;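 active = fold induction of absorbance versus untreated yeast above a set limit, then at least 30% activation at any dose in follow-up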;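 note: activators that raise dye reduction in frataxin-depleted yeast; strong numbers were not always called active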
NTR1 ag: agonists of NTR1, primary screen, imaging, U2OS cells, beta-arrestin-GFP, high content (AID 493036); Neurotensin receptor type 1 (Homo sapiens), P30989; NTR1-U2OS beta-arrestin-GFP spot imaging, agonist mode; activation, % at 20 µM; 0.17% of 330,000 active;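 active = activation at or above 40% of the spot to cytoplasm intensity ratio, with at least 20 cells analyzed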;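 note: 0% = DMSO without peptide and 100% = 100 nM NTR1 peptide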
Target sequence (P30989 whole entry, looked up): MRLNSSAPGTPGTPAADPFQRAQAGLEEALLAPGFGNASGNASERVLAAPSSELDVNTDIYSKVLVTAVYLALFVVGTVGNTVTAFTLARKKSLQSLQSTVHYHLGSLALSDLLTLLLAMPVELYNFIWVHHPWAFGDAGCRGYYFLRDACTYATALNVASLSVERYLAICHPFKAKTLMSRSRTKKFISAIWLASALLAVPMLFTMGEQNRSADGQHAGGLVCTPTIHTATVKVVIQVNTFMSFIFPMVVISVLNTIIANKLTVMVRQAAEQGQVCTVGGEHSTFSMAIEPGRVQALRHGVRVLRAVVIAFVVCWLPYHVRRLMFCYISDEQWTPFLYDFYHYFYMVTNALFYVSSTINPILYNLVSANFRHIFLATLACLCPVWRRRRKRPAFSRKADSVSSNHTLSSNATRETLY
GPR55 beta-arrestin: GPR55 agonists via beta-arrestin recruitment, primary screen, imaging, U2OS cells, beta-arrestin-GFP redistribution (AID 1961) | one-dose activation, % at 10 µM; EC50 in µM for titrated hits | G-protein coupled receptor 55 (Homo sapiens) | U2OS GPR55 beta-arrestin-GFP redistribution imaging; higher % means a stronger effect | 0.048% of 290,000 active;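 active = activation above 40% with more than 50 cells counted in the well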;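 note: U2OS osteosarcoma cells stably expressing GPR55 and beta-arrestin-GFP; plate controls were DMSO negative control for no effect and LPI positive control for full effect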
Large T inhibition: SV40 large T antigen inhibitors, biochemical (AID 1903); SV40 large T antigen ATPase/helicase inhibition assay; higher % means a stronger effect; one-dose inhibition, % at 20 µM; IC50 in µM for titrated hits; 0.39% of 310,000 active; in the data active = a potency from the dose series; note: strong numbers were not always called active
GPR35 antagonists: GPR35 antagonists blocking zaprinast-driven arrestin recruitment, primary screen, imaging, U2OS, beta-arrestin-GFP, zaprinast agonist (AID 2058) | U2OS GPR35 beta-arrestin-GFP translocation imaging, zaprinast antagonism; higher % means a stronger effect | one-dose inhibition, % at 10 µM; IC50 in µM for titrated hits | G-protein coupled receptor 35 (Homo sapiens) | 0.052% of 290,000 active;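 active = inhibition of at least 50% with at least 30 cells and total cytoplasm GFP at most 10,000,000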
NTR1 ag cell count 20 µM: recorded beside NTR1 ag, whose call it bears; cell count; measured here: cell count, cytotoxicity flag
NS5 inhibitors pilot replicate: recorded beside NS5 inhibitors, whose call it bears; inhibition, %; measured here: pilot screen replicate inhibition
* hit, by the source's call; i = inactive; / = no result given.

SMILES	Rac1 GTP hydrolysis	GPR55 LPI antagonism	AID2073	NS5 inhibitors	Yfh1-depleted yeast	NTR1 ag	NTR1 ag cell count 20 µM	GPR55 beta-arrestin	Large T inhibition	GPR35 antagonists	others
CC(C)NS(=O)(=O)c1ccc(CCC(=O)NCc2cccnc2)cc1	3%	13%	-4%	-5%	i	-0.5	61	-0.2%	-3%	4%
Cc1nc2nc(NC(=O)c3ccco3)nn2c(C)c1Cl	2%	9%	3%	-7%	/	0.4	59	-0.2%	31%	6%
O=C1Cc2ccccc2C(c2ccccc2)N1 (stereo unspecified)	2%	1%	11%	-1%	i	0.0	55	0.0%	10%	-6%
O=C(CN1C(=O)c2ccccc2C1=O)Nc1ccc(S(=O)(=O)N2CCOCC2)cc1	2%	-2%	2%	-4%	i	1.2	49	-0.3%	7%	10%
COc1cc(/C=C/C(=O)O)cc(S(=O)(=O)Nc2ccc3c(c2)OCO3)c1OC	-2%	8%	0%	-7%	i	-0.8	65	-0.4%	12%	-12%
C=C(C)Cn1c(C)cc(C)c(S(=O)(=O)c2cccc(C)c2)c1=O	-2%	15%	-3%	5%	i	0.0	88	0.5%	16%	0%
CCCCCOc1ccc(NC(=O)c2cc(SC)ccc2Cl)cc1	5%	9%	39%	-1%	i	7.2	44	0.1%	19%	15%
COc1ccc(S(=O)(=O)N2CCC(C(=O)NCc3ccco3)CC2)cc1C	6%	4%	-7%	1%	/	-0.1	47	-0.1%	6%	-14%
O=C(NCCS(=O)(=O)NCCCc1ccccc1)c1ccccc1	2%	/	/	5%	/	1.3	35	/	5%	/
O=C(Oc1ccc([N+](=O)[O-])cc1)c1cncc(Br)c1	3%	2%	0%	/	i	-0.2	91	-0.2%	16%	15%
O=C(NCC(O)c1ccc([N+](=O)[O-])cc1)Nc1ccccc1 (stereo unspecified)	-1%	-4%	8%	2%	/	2.0	76	-0.1%	-4%	-20%
CN(CC1CCOCC1)C(=O)CC1C(=O)NCCN1Cc1ccc(F)c(F)c1 (stereo unspecified)	-1%	14%	0%	5%	/	-1.1	50	0.0%	5%	5%
CCOC(=O)CSC1=N/C(=C\c2cc(OC)c(OC)c(OC)c2)C(=O)N1C	3%	10%	-1%	-5%	i	-2.0	102	0.0%	20%	-4%
COc1ccc(-n2c(SCC(=O)NCCCN3CCCC3=O)nnc2C(C)N2CCCCC2)cc1 (stereo unspecified)	5%	15%	1%	-11%	i	0.6	51	-0.3%	7%	-4%
CN(C)S(=O)(=O)c1cccc(-c2csc(N/N=C/c3ccco3)n2)c1	0%	-2%	15%	-4%	i	1.8	46	-0.3%	14%	-11%
COC(=O)NC(NC(=S)Nc1cccc(C)c1)C(Cl)(Cl)Cl (stereo unspecified)	9%	5%	-9%	2%	i	1.2	94	-0.1%	/	-4%
CC1(C)C2CCC1(C)C(OC(=O)CSc1nc(N)cc(=O)[nH]1)C2 (stereo unspecified)	11%	10%	8%	1%	i	-1.5	51	-0.1%	1%	-2%
Cc1ccc(NC(=O)c2ccco2)c(NC(=O)c2cccs2)c1	6%	3%	3%	-3%	i	-0.4	47	-0.1%	4%	-5%
CN(Cc1ccccc1)C(=O)CSc1nc2ccccc2c(=O)n1Cc1ccco1	5%	6%	-18%	-5%	i	7.0	59	-0.4%	4%	-16%
O=C(CSc1nnc(SCc2ccccc2)s1)N/N=C/c1ccc(Cl)cc1Cl	7%	-5%	-5%	-1%	/	5.4	48	1.1%	3%	8%
CCCc1cc(=O)[nH]c(SCc2nc3ccccc3o2)n1	-1%	-3%	-8%	3%	/	-0.8	65	-0.2%	8%	-8%
CC(=O)Nc1ccc(NC(=O)CC23CC4CC(CC(C4)C2)C3)cc1	1%	56%	20%	-5%	/	2.2	52	-0.1%	3%	18%
CCOc1cc(C2c3c(n[nH]c3C)C(=O)N2c2ccc(Br)cc2)ccc1O (stereo unspecified)	6%	-2%	-28%	-9%	i	0.7	41	-0.2%	18%	-9%
COc1ccc(OC)c(C2=NS(=O)(=O)N(C)C(C(=O)Nc3cccc(C(C)=O)c3)=C2)c1	11%	-5%	2%	3%	/	-0.2	65	-0.1%	0%	9%
CCOC(=O)N1CCN(c2ccc(C(=O)CC)cc2F)CC1	15%	-7%	-2%	-5%	i	-0.6	37	0.0%	1%	-7%

A draw from above in order of formula weight, rising:
SMILES	Rac1 GTP hydrolysis	GPR55 LPI antagonism	AID2073	NS5 inhibitors	Yfh1-depleted yeast	NTR1 ag	NTR1 ag cell count 20 µM	GPR55 beta-arrestin	Large T inhibition	GPR35 antagonists	others
Cc1nc2nc(NC(=O)c3ccco3)nn2c(C)c1Cl	2%	9%	3%	-7%	/	0.4	59	-0.2%	31%	6%
O=C(Oc1ccc([N+](=O)[O-])cc1)c1cncc(Br)c1	3%	2%	0%	/	i	-0.2	91	-0.2%	16%	15%
CC(C)NS(=O)(=O)c1ccc(CCC(=O)NCc2cccnc2)cc1	3%	13%	-4%	-5%	i	-0.5	61	-0.2%	-3%	4%

The listing continues:
SMILES	Rac1 GTP hydrolysis	GPR55 LPI antagonism	AID2073	NS5 inhibitors	Yfh1-depleted yeast	NTR1 ag	NTR1 ag cell count 20 µM	GPR55 beta-arrestin	Large T inhibition	GPR35 antagonists	others
CCc1nnc(NC(=O)C(C)Sc2ccccc2)s1 (stereo unspecified)	6%	4%	5%	-1%	i	4.0	52	-0.1%	2%	-6%
CC1CCCN(CC(O)CN)C1 (stereo unspecified)	6%	-3%	0%	-1%	i	-0.1	81	-0.4%	6%	-9%
CS(=O)(=O)N1CC2CCCN2c2ccc(C(F)(F)F)cc21 (stereo unspecified)	1%	5%	-1%	-20%	i	1.6	41	-0.1%	7%	12%
Nc1ccc(Oc2ncccn2)cc1	20%	15%	-62%	49%	/	3.1	79	-0.1%	37%	0%
CCOCCCNC(=O)c1ccccc1SCC	6%	14%	-6%	-6%	i	-0.6	80	-0.1%	6%	3%
COC(=O)c1cc(C(=O)c2ccc(Cl)cc2Cl)cn1C	0%	-8%	-3%	-7%	i	-0.4	88	-0.1%	12%	-9%
CSc1ccc(CCNC(=O)CCc2nnc3ccc(N4CCC5(CC4)OCCO5)nn23)cc1	-4%	-5%	10%	27%	/	-0.7	53	0.2%	-2%	-10%
CC1(C)CC(=O)C(C(C2=C(O)CC(C)(C)CC2=O)c2ccc(Cl)c([N+](=O)[O-])c2)C(=O)C1 (stereo unspecified)	0%	18%	12%	-1%	i	0.4	62	0.2%	7%	20%
COc1ccc2[nH]c3c(=O)n(Cc4ccncc4)cnc3c2c1	11%	4%	11%	-3%	i	-1.3	60	0.4%	24%	3%
C/C(=N\NC(=O)c1cc(C(C)C)[nH]n1)c1ccncc1	4%	-2%	-5%	2%	/	-1.5	37	0.0%	-5%	-3%
O=C(Nc1ccc(N2CCOCC2)c(S(=O)(=O)Nc2cc(Cl)ccc2Cl)c1)c1cccnc1	2%	5%	13%	-6%	i	-1.3	59	-0.3%	14%	0%
Cc1ccccc1Sc1c(C#N)c(-c2ccccc2)nn1C	2%	-1%	0%	-4%	i	5.6	46	0.0%	0%	6%
CN(C)CC(=O)Nc1ccc(S(N)(=O)=O)cc1	4%	2%	3%	2%	i	-0.8	79	0.1%	-4%	-7%
COc1cccc(N2CCN(S(=O)(=O)c3ccc4c(c3)NC(=O)C(C)C(=O)N4)CC2)c1 (stereo unspecified)	8%	11%	7%	-2%	/	-0.4	31	-0.2%	11%	-13%
Cc1ccc(NC(=S)N(CCN(C)C)C(C)c2ccco2)cc1C (stereo unspecified)	3%	14%	-10%	0%	i	1.9	37	1.1%	7%	11%
O=C(COc1ccc(Cl)cc1)NCC(=O)N/N=C/c1cccs1	4%	-12%	-8%	5%	i	1.4	33	-0.3%	8%	-12%
COc1ccc(C)cc1NC(=O)C(=O)N/N=C(\C)CC(=O)Nc1cccnc1	-2%	15%	2%	0%	i	-0.6	43	0.1%	5%	-11%
O=C(CN1C(=O)c2ccccc2S1(=O)=O)NCCSCc1c(F)cccc1Cl	1%	5%	-15%	-4%	/	-0.2	50	0.2%	2%	-9%
Cc1cc(NS(=O)(=O)c2ccc(NC(=O)CN3C(=O)c4ccccc4C3=O)cc2)nc(C)n1	5%	13%	37%	-4%	i	-2.3	71	0.3%	4%	0%	NS5 inhibitors pilot replicate=-4.4
CCCOc1ccc(-c2c(C(=O)N/N=C/c3ccncc3)nnn2-c2nonc2N)cc1	9%	2%	11%	-3%	/	1.5	62	0.2%	5%	4%
COc1cccc(C(=O)Nc2nnc(SCC(=O)NC3CC3)s2)c1	-6%	5%	14%	-2%	/	-1.3	59	0.2%	3%	-12%
C#CCSc1n[nH]c(=O)n1-c1cccc(C(F)(F)F)c1	8%	4%	-5%	-6%	i	-0.8	48	-0.1%	12%	-4%
CCOC(=O)N1CCC(NC(=O)CN2C(=O)CCSc3ccccc32)CC1	4%	2%	0%	1%	i	-0.4	74	-0.1%	1%	19%
COc1cccc(CC(=O)N[C@@H](CCSC)c2nc3ccccc3[nH]2)c1	2%	0%	20%	-4%	i	-0.2	51	0.7%	9%	16%
CC(O)c1nc2ccccc2n1CC(=O)N1CCN(c2ccccc2)CC1 (stereo unspecified)	0%	-3%	-5%	-2%	i	-2.4	55	-0.4%	1%	-5%
CC(C)C[C@H]1CN=C(Nc2ccccc2)N1CC1CCC1	0%	-1%	0%	-17%	/	0.2	49	0.6%	9%	0%

Three consecutive records already listed, for reference:
SMILES	Rac1 GTP hydrolysis	GPR55 LPI antagonism	AID2073	NS5 inhibitors	Yfh1-depleted yeast	NTR1 ag	NTR1 ag cell count 20 µM	GPR55 beta-arrestin	Large T inhibition	GPR35 antagonists	others
CCc1nnc(NC(=O)C(C)Sc2ccccc2)s1 (stereo unspecified)	6%	4%	5%	-1%	i	4.0	52	-0.1%	2%	-6%
CC1CCCN(CC(O)CN)C1 (stereo unspecified)	6%	-3%	0%	-1%	i	-0.1	81	-0.4%	6%	-9%
CS(=O)(=O)N1CC2CCCN2c2ccc(C(F)(F)F)cc21 (stereo unspecified)	1%	5%	-1%	-20%	i	1.6	41	-0.1%	7%	12%
